Screens from PubChem.
TRPV1 ag = human TRPV1 agonism; TRPV1-expressing cells, Fluo-8 calcium influx, agonist mode; 0.19% of 320,000 active; Q8NER1; AID 540275; activation, % at 8.33 µM; in the data active = activation above about 80%; inconclusive = between about 30% and that limit; note: 0% is about no effect
Target sequence (Q8NER1 whole entry, looked up): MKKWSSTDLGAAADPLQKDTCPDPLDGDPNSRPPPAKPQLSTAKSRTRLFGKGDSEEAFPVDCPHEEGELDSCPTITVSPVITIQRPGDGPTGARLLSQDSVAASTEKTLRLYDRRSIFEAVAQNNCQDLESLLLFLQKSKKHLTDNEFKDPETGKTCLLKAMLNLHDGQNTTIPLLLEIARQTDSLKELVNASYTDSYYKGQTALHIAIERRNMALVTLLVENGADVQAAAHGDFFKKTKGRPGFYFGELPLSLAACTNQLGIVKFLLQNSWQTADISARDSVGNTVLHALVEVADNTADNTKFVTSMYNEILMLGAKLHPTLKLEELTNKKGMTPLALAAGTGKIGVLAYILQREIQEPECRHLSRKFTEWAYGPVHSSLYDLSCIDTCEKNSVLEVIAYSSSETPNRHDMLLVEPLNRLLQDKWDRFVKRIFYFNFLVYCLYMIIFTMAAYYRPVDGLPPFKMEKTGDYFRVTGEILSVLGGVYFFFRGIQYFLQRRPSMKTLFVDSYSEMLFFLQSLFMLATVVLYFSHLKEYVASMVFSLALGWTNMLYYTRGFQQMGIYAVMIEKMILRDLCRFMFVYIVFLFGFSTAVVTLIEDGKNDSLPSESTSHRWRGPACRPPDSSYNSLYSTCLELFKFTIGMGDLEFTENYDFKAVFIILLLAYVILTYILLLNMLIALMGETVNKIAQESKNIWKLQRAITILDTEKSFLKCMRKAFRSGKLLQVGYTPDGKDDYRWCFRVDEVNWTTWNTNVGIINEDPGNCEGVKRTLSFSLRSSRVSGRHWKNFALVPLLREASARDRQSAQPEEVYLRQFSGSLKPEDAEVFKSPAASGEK
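TRPV1-expressing cells were cultured overnight at 35.5C and loaded with Fluo-8 calcium dye for 40 to 90 min at room temperature. After a 10 s baseline, compound was added and calcium influx was read kinetically for 3 min (ex 480/em 520 nm).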
ELG1 repair inh = inhibitors of ELG1-dependent DNA repair in HEK293T cells | AID 504467 | HEK293T ELG1-luciferase reporter, luminescence, 16 h; DNA damage induced by 5-fluorouridine | Potency, µM (titrated, usually from 46.1 µM), for the others: top-dose activity change, negative = inhibition, most hits filed as inhibitors | 2.3% of 330,000 active; note: potency is the fitted concentration of half-maximal effect; % is set by controls: 0 for no effect and ±100 for the full control effect; nearly all actives have a fitted effect of over 55% in size
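Reporter activity after DNA damage by 5-fluorouridine is monitored. Compound-treated cells incubate 16 hr at 37 °C, then ONE-Glo is added for 30 min before luminescence reading.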
RORg inh = ROR gamma (mouse) transcription inhibition | P51450 | Drosophila S2 Gal4-RORgamma UAS-luciferase reporter, 20 h | Potency, µM (top dose mostly 53.6 µM), for inactives: at the top dose activity change, negative = inhibition, hits mostly inhibitors | 5.4% of 310,000 active; note: potency is the fitted concentration of half-maximal effect; % is set by controls: 0 for no effect and ±100 for the full control effect; nearly all actives have a fitted effect of over 60% in size
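Luminescence from a UAS-regulated Photinus luciferase reporter in stably transfected Drosophila Schneider cells is measured; decreased signal marks ROR gamma inhibition. Fusion expression is induced by 700 uM copper sulfate for 20 hr.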
p53 reactivator = mutant p53 re-activation in reporter cells; H1299 p53-A138V BP100-luciferase reporter, luminescence, 24 h; Potency, µM (titrated, usually from 92.2 µM), without a hit: at the top dose activity change, positive = activation, most hits filed as activators; 0.063% of 320,000 active; note: potency is the fitted concentration of half-maximal effect; % of control where 0% means no effect; nearly all actives have a fitted effect of over 45% in size
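p53-null H1299 cells stably carrying temperature-sensitive p53-A138V and a BP100-luciferase reporter were pinned with compounds (4-point, 1:5 series) and held 24 hrs at 37 deg C. Luminescence was read 10 min after detection reagent.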
Tb PFK inh = blocks T. brucei phosphofructokinase | 0.17% of 330,000 active | AID 485367 | Potency, µM (highest dose often 57.5 µM), without a hit: at the top dose activity, negative = inhibition, actives largely listed as inhibitors | O15648 | T. brucei PFK, ADP-Glo luminescence;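 note: potency is the fitted concentration of half-maximal effect; 0% = uninhibited 1x PFK enzyme wells and -100% = no-enzyme wells; nearly all actives have a fitted effect of over 60% in size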
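In TEA buffer at pH 8.0 with 5 mM MgCl2, enzyme (1.25 nM) converted F6P (0.5 mM) and ATP (0.1 mM) for 45 min at room temperature. ADP product was read by luciferase luminescence.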
FLuc modulator = firefly luciferase modulation, counter-screen for miR-21 project. Potency, µM (doses to about 57.5 µM), without a hit: at the top dose activity change, negative = inhibition, usual class: inhibitors. 6.9% of 360,000 active. P08659. purified FLuc, Km substrates, luminescence inhibition;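 note: potency is the fitted concentration of half-maximal effect; plate controls were vehicle for no effect and reference inhibitor for full effect; nearly all actives have a fitted effect of over 55% in size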
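Purified P. pyralis luciferase, 10 nM final, with Km-level 10 uM D-luciferin and 10 uM ATP in 50 mM Tris acetate pH 7.5, 10 mM Mg acetate, 0.01% Tween-20, 0.05% BSA; 6-point qHTS titration about 60 µM downward; luminescence read.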
Rab9 promoter act = Rab9 promoter activation | Huh7 Rab9 promoter-luciferase reporter, luminescence, 24 h | Potency, µM (highest dose often 9.22 µM), without a hit: at the highest dose activation, negative = inhibition, most hits filed as activators | 2.8% of 320,000 active; note: potency is the fitted concentration of half-maximal effect; % of control where 0% means no effect; nearly all actives have a fitted effect of over 60% in size
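Cell-based reporter: Huh7 stable for Rab9 promoter-driven luciferase, plated in reduced-serum medium with 10% FBS at 1500 cells/well, compound-treated 24 h at 37 °C, luminescence read after 10 min reagent.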
NPC1 prom act = activates the NPC1 promoter. Huh7 NPC1 promoter luciferase reporter, 24 h. Potency, µM (doses to about 9.22 µM), for inactives: at the top dose activation, most hits filed as activators. 2.4% of 320,000 active. AID 485313;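 note: potency is the fitted concentration of half-maximal effect; % of control where 0% means no effect; nearly all actives have a fitted effect of over 60% in size; reporter is driven by a mutant NPC1 promoter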
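In 1536-well qHTS, Huh7 cells harboring an NPC1 promoter–luciferase construct received compound for 24 h; activation was quantified by luminescence following luciferase reagent addition.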
BRCA1 expr act = BRCA1 expression activation. MCF7-BRCA1-FFLuc reporter, luminescence, 48 h; response scale: scaled: vehicle 0%, 10 µM genistein 100%. Potency, µM (doses to about 46.1 µM), without a hit: at the highest dose activation, hits mostly activators. 1.1% of 380,000 active. AID 624202; note: potency is the fitted concentration of half-maximal effect; nearly all actives have a fitted effect of over 80% in size; some results filed as inactive show a strong effect at the top dose
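First, MCF7-BRCA1-FFLuc cells (2000/well) attach for 2 h; next, compounds are pin-added and incubated 48 h at 37 °C; finally, luciferase reagent is added and luminescence read after 15 min.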
ELG1 genotoxic = inducers of genotoxicity in HEK293T ELG1-luciferase cells; HEK293T ELG1-luciferase reporter, luminescence, 16 h; Potency, µM (titrated, usually from 46 µM), without a hit: at the highest dose activity change, positive = activation, most hits filed as activators; 1.3% of 330,000 active; note: potency is the fitted concentration of half-maximal effect; % of control where 0% means no effect; nearly all actives have a fitted effect of over 60% in size
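Reporter readout depends on ELG1 protein level, which increases with genetic stress. After 16 hr compound exposure at 37 °C, luciferase activity was quantified using ONE-Glo.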
Gal4-VP16 FLuc = counter-screen for ROR gamma inhibitors: Gal4-VP16 reporter; 3.5% of 310,000 active; Drosophila S2 Gal4-VP16 UAS-luciferase, luminescence, 20 h; Potency, µM (series often up to 53.6 µM), for inactives: at the highest dose activity, negative = inhibition, actives largely listed as inhibitors;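 note: Gal4-VP16 expression switched on by copper sulfate through the metallothionein promoter; potency is the fitted concentration of half-maximal effect; % is set by controls: 0 for no effect and ±100 for the full control effect; nearly all actives have a fitted effect of over 50% in size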
The depositor's hits bear a star; u = inconclusive; x = not tested or not shown; & = joins results of further samples; [ ] = remark or other dose. Unless noted, calls come from the whole dose curve; as a rule, active = well fitted curve in the direction sought with a large enough effect; inconclusive = small, poorly fitted or top-dose-only effect, or another doubt; inactive = no such curve, though single readings can be large; an effect the other way counts as inactive or inconclusive.

Preview, 4 compounds:
SMILES	TRPV1 ag	ELG1 repair inh	RORg inh	p53 reactivator	Tb PFK inh	FLuc modulator	Rab9 promoter act	NPC1 prom act	BRCA1 expr act	ELG1 genotoxic	Gal4-VP16 FLuc
CCOc1ccc(/C(C)=N\NC(=O)Cc2ccccc2)cc1	0	8%	-3%	x	2%	1%	-3%	1%	5%	-3%	-11%
COc1cccc(C2Nc3ccc4ccccc4c3C3=C2C(=O)CCC3)c1O (configuration not stated)	0	-8%	u	3%	-3%	-2%	-6%	-7%	-71%	15%	u
CCCNC(=O)C(=O)N/N=C/c1cccs1	-1	u	17%	20%	0%	-4%	-4%	30%	38%	8%	1%
CC(=O)N1N=C(c2cccc([N+](=O)[O-])c2)OC1c1ccc(Br)cc1 (configuration not stated)	2	15%	0%	12%	-2%	-14%	-2%	-5%	21%	-2%	-5%

The whole of this part (from the top)
SMILES	TRPV1 ag	ELG1 repair inh	RORg inh	p53 reactivator	Tb PFK inh	FLuc modulator	Rab9 promoter act	NPC1 prom act	BRCA1 expr act	ELG1 genotoxic	Gal4-VP16 FLuc
CCOc1ccc(/C(C)=N\NC(=O)Cc2ccccc2)cc1	0	8%	-3%	x	2%	1%	-3%	1%	5%	-3%	-11%
COc1cccc(C2Nc3ccc4ccccc4c3C3=C2C(=O)CCC3)c1O (configuration not stated)	0	-8%	u	3%	-3%	-2%	-6%	-7%	-71%	15%	u
CCCNC(=O)C(=O)N/N=C/c1cccs1	-1	u	17%	20%	0%	-4%	-4%	30%	38%	8%	1%
CC(=O)N1N=C(c2cccc([N+](=O)[O-])c2)OC1c1ccc(Br)cc1 (configuration not stated)	2	15%	0%	12%	-2%	-14%	-2%	-5%	21%	-2%	-5%
O=C(CN1C(=O)c2ccccc2C1=O)NCCc1c[nH]c2ccc(Cl)cc12	u	0%	39%	-2%	u	1%	-4%	-1%	7%	1%	-11%
COC(=O)c1ccc(OC)c(-c2c(OC)cc(OC)cc2OC)c1	-1	4%	-21%	-11%	-2%	-1%	-7%	-3%	-3%	0%	-7%
CCN(CC)c1ccc(NC(=O)c2nc3nc(C)cc(C(F)F)n3n2)cc1	-3	u	u	-3%	0%	-11%	1%	1%	26%	-3%	-3%
COc1ccc(OC)c(C(C)NC(C)=O)c1 (configuration not stated)	0	14%	10%	2%	2%	2%	5%	1%	20%	2%	-2%
COCC1CCCCC1OS(N)(=O)=O (configuration not stated)	0	14%	-4%	x	1%	-1%	2%	2%	0%	4%	-4%
CCP(=O)(CC)C(C)(C)CP(=O)(c1ccccc1)c1ccccc1	-1	13%	5%	u	-1%	0%	-2%	-17%	3%	-1%	-3%
COc1cccc([C@@H]2CC=C(C(=O)O)[C@H](c3ccc(F)cc3)N2S(=O)(=O)c2ccc(C)cc2)c1	-1	20%	x	-8%	0%	0%	-9%	3%	-2%	1%	x
Cc1ccc(SCCNC(=S)Nc2ccc(C)c(C)c2)cc1	22	-20%	4.5µM*	-4%	1%	0%	-4%	-2%	-42%	-2%	8.9µM*
CCOc1ccc(NC(=S)NCc2ccc3c(c2)OCO3)cc1	5	0%	7.9µM*	-1%	11%	u	-1%	4%	8%	-7%	u
COc1ccc(Cl)c2sc(N(CCN(C)C)C(=O)c3ccc4c(c3)OCCO4)nc12	0	15%	x	-2%	-3%	-17%	1%	-2%	-15%	1%	x
CC(=O)N[C@@H](Cc1c[nH]c2ccccc12)C(=O)OCC(=O)Nc1ccc(S(=O)(=O)N(C)C)cc1	15	-1%	7%	0%	-3%	1%	-1%	-5%	25%	2%	1%
CCOC(=O)N1CCN(C(=O)CSc2ccc(-c3ccccc3)nn2)CC1	5	-7%	14%	-2%	-1%	-16%	3%	-1%	5%	6%	-8%
CCCCNCCCOc1ccc(C)cc1Br	9	0%	3%	-3%	-5%	-2%	-17%	0%	-52%	-7%	-6%
Cc1nc2cc(C(F)(F)F)ccc2n1C1CCN(CC(=O)N2CCCC2)CC1	2	1%	12%	-2%	-4%	-1%	-5%	-5%	-2%	0%	-2%
CCn1c(NC(=O)C(C)C)c2ccccc2nc1=O	-3	-2%	6%	12%	-2%	-1%	0%	-6%	7%	14%	5%
O=C(CCc1nc2sc3c(c2c(=O)[nH]1)CCCC3)Nc1ccccc1Cl	1	29%	x	6%	-27%	3%	1%	10%	-23%	-1%	x
CCOc1ccc(-c2n[nH]c(C(=O)NN)c2C)cc1	1	u	-5%	u	-3%	u	3%	-2%	10µM*	11%	-12%
CCOc1ccc(S(=O)(=O)n2nnc3ccccc32)cc1C(C)C	1	u	19%	0%	-3%	0%	0%	2%	x	0%	-9%
CSc1cccc(NC(=O)c2sc3nc4n(c(=O)c3c2C)CCC4)c1	5	u	30%	22%	0%	27µM*	u	3.5µM*	8.9µM*	u	-3%
COc1cc(OC)cc(C(=O)Nc2ccc(S(=O)(=O)Nc3cc(C)nc(C)n3)cc2)c1	-2	24%	2%	-6%	1%	-18%&-3%	0%	10%	18%	0%	-4%
CCOc1c2ccc(C(=O)NCc3ccc(C(F)(F)F)cc3C(F)(F)F)cc2nn1C	1	u	u	0%	-1%	-2%	-2%	-7%	0%	-3%	u
Following part:
SMILES	TRPV1 ag	ELG1 repair inh	RORg inh	p53 reactivator	Tb PFK inh	FLuc modulator	Rab9 promoter act	NPC1 prom act	BRCA1 expr act	ELG1 genotoxic	Gal4-VP16 FLuc
COc1ccc(/C=N/Nc2nncc3ccccc23)c(OC)c1	-1	u	4.5µM*	29%	-7%	9.5µM*	u	u	u	u	22µM*
O=C(N/N=C/c1ccccc1Br)c1cccc(S(=O)(=O)N2CCOCC2)c1	u	u	x	2%	-4%	-26%	-1%	4%	27%	0%	x
Cc1cccc(NC(=O)CSc2nsc(SCC(=O)Nc3cccc(C)c3)c2C#N)c1	5	8.2µM*	27%	23%	-1%	1%	18%	0%	0%	2%	-17%
C[C@@H]1NS(=O)(=O)[C@H]2C[C@@H]3C=C[C@]2(O3)[C@H]1OC(=O)c1ccccc1Br	1	18%	x	-2%	-1%	-3%	-3%	-6%	-10%	3%	x
COc1ccc(C(=O)N/N=C(\C)CC(=O)Nc2ccc3c(c2)OCO3)cc1	18	8%	u	1%	1%	-6%	-5%	1%	-5%	0%	-25%
CC(Oc1ccc2ccc(=O)oc2c1)C(=O)NCCN1CCOCC1 (configuration not stated)	-1	10%	6%	-1%	1%	4%	-1%	0%	0%	3%	3%
CCOc1ccc(N(CC(=O)NCc2ccc(F)cc2)C(=O)c2ccco2)cc1	11	3%	8%	-4%	-2%	0%	-2%	3%	15%	0%	0%
COc1ccc(NC(=O)c2ccccc2)c([N+](=O)[O-])c1	12	u	u	9%	1%	u	2.8µM*	u	7.9µM*	u	28%
COc1ccc(N2CCN(CCNC(=O)C3CC(=O)N(C4CCCC4)C3)CC2)cc1 (configuration not stated)	2	-11%	12%	-3%	-3%	16%	8%	0%	2%	-1%	1%
O=C(CSc1nc(C(F)(F)F)cc(=O)[nH]1)Nc1nccs1	0	3%	x	5%	4%	2%	0%	8%	-8%	1%	x
Cc1nc(NC(=O)C23CC4CC(CC(C4)C2)C3)sc1Cc1ccc2c(c1)OCO2	0	-2%	u	u	0%	u	u	28%	-14%	u	u
CC(=O)N1CCN(C(=O)c2ccc(Oc3ccccc3)cc2)CC1	4	-3%	22%	0%	0%	-1%	-1%	-3%	6%	-4%	1%[10 µM]
COc1ccc(S(=O)(=O)N2CCCCCC2)cc1C(=O)N(C)CC(=O)Nc1ccccc1Cl	1	-19%	x	-5%	0%	2%	3%	-2%	-51%	0%	x
Cc1ccc2nc(NC(=O)c3cc(-c4ccco4)nc4ccccc34)sc2c1	0	-17%	18µM*	u	-1%	u	-8%	10%	-39%	3%	u
CCN1CCN(S(=O)(=O)c2ccc(-c3cc(C)no3)s2)CC1	4	0%	4%	3%	0%	1%	-4%	0%	0%	-2%	-16%
CC(=O)c1c(C)[nH]c(C(=O)/C(C#N)=C/c2cccc(C)c2)c1C	-4	-7%	21%	-3%	1%	u	-2%	-4%	-35%	4%	-10%
CC1=NN(C(=O)c2ccoc2C)C(O)(C(F)(F)F)C1 (configuration not stated)	-2	u	3.5µM*	7%	4%	-1%	2%	-4%	0%	2%	10µM*
O=C(Cn1ccc2ccccc2c1=O)NCC1COc2ccccc2O1 (configuration not stated)	1	2%	-12%	1%	-1%	1%	-1%	-1%	9%	0%	2%
CC(C(=O)Nc1ccc(Cl)cc1Cl)N1C(=O)NC2(CCCC2)C1=O (configuration not stated)	0	4%	20%	5%	2%	-2%	0%	2%	-8%	0%	3%
CCOc1cc(CNc2ccccc2)cc(Br)c1OCC(=O)NC(C)(C)C	14	-11%	44%	6%	-4%	-2%	2%	-2%	-35%	-8%	1%
COCC1CCCCN1C(=O)c1ccc(OC2CCN(CCc3ccccc3)CC2)cc1 (configuration not stated)	2	u	9%	-3%	1%	1%	-3%	2%	1%	0%	2%
